# Assay outcomes (PubChem BioAssay)
# CHT allo act – allosterically activates the human high affinity choline transporter. Q9GZV3. CHT-expressing cells, membrane potential dye, choline EC20; hits give high values; LV-AA mutant CHT in HEK293 cells. B-score at 10 µM. actives 0.49% (n = 310,000). AID 488977;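 active = initial fluorescence not abnormally high and integrated response B-score, plate-corrected, over 3 SD above library mean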
# Target sequence (Q9GZV3 whole entry, looked up): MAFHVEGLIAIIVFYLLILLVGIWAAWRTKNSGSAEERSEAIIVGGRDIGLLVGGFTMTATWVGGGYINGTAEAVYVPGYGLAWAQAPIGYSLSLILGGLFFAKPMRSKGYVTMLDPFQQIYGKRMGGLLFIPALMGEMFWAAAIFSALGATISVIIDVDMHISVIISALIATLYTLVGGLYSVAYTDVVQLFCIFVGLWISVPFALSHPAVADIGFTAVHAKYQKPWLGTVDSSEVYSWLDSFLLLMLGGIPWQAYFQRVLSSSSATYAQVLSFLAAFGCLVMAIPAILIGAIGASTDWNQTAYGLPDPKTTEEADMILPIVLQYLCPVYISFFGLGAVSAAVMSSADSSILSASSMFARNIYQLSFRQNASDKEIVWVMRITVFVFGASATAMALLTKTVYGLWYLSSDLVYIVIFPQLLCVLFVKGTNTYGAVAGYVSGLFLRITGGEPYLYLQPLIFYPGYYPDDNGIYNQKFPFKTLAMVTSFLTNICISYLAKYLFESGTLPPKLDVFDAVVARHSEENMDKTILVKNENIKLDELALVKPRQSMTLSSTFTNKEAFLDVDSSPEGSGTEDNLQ
# OX1R antagonist – blocks the human orexin 1 receptor | O43613 | CHO/OX1R cells, Fluo-8 calcium fluorescence, orexin A | inhibition, % at 5 µM | actives 0.43% (n = 330,000);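 active = inhibition above its plate's threshold, mean inhibition of all tested compounds on the plate plus 3 SD, cut at about 37% in these data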;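 note: 0% = orexin A challenge wells and 100% = SB-334867-A antagonist wells; not every result past the cut was called active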
# Target sequence (O43613 whole entry, looked up): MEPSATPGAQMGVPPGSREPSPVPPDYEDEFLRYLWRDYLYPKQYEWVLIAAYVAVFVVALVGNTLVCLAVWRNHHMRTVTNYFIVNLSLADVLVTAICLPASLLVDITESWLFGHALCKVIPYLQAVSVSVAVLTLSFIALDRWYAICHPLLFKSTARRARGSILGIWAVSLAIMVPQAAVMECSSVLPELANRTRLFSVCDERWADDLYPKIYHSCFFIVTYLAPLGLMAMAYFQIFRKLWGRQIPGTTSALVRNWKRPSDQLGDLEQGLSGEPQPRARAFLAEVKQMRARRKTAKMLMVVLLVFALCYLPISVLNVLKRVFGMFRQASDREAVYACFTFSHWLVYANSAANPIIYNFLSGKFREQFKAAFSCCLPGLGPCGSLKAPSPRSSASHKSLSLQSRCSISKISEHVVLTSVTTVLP
# An asterisk follows results filed as active; i = inactive; . = not tested or not shown; & = joins results of further samples.
SMILES,CHT allo act,OX1R antagonist
NC(=O)c1cc(N2C(=O)C3CC=CCC3C2=O)ccc1N1CCCCC1 (stereo not given),i,-7
CCCCn1c(-c2cccc(C)c2)nc2cc3[nH]c(=O)c(C(C)C)nc3cc21,i,-34
CSc1ccc(C=NNc2ccc(S(=O)(=O)Nc3ccccc3C(=O)O)cc2[N+](=O)[O-])cc1,.,-3
C=CCN(CC=C)C(=S)NC(=O)c1ccc(OC)c(Br)c1,i,-6
Cc1ccc(C(=O)NNC(=S)NCC2CCCO2)cc1[N+](=O)[O-] (stereo not given),i,-5
Cc1cc(C(=O)N2CCN(c3cc(Cl)ccc3C)CC2)on1,i,-43
O=C(NCCc1nc(-c2ccccc2Cl)no1)c1ccccc1,i,-11
CC(C)COC(=O)n1c(=O)oc2cc(S(=O)(=O)N3CCCCC3)ccc21,i,12
O=C(NC12CC3CC(CC(C3)C1)C2)C1CCCN1C(=O)NC1CCCCC1 (stereo not given),i,-35
CCOc1ccc(N(CC(=O)NC2CCCCC2)C(=O)CCC(=O)Nc2ccccn2)cc1,i,-6
O=C(Nc1cccc(C(F)(F)F)c1)N1CCN(C(=O)Nc2cccc(C(F)(F)F)c2)CC1,i,-2
O=C(N/N=C/c1ccc(Cl)cc1)c1n[nH]c2c1CCCC2,i,-12
COc1ccccc1/C=C/C=N/NC(=O)c1ccco1,i,-12
CSc1nncn1/N=C/c1ccccc1F,i,2
CCNC(=O)C1CC(=O)N(c2ccc(OCC)cc2)C1 (stereo not given),i,-3
COc1cc(CC(=O)O)c([N+](=O)[O-])cc1OC,i,-9
O=C(NC1CC1)c1cccc(S(=O)(=O)Nc2ccccc2F)c1,i,0
CCCn1c(=NC(=O)CCS(=O)(=O)c2ccccc2)sc2cc(S(N)(=O)=O)ccc21,i,-8
CCOc1cc(C2C3=C(CCCC3=O)NC3=C2C(=O)CCC3)ccc1OCCO,i,-11
CCC1(C)Cc2ccccc2C(=O)N1 (stereo not given),i,-28
O=C(c1cc(-c2ccc(Cl)cc2)on1)N1CCN(c2ccccc2)CC1,i,-5
Cc1nn(-c2ccccc2)c2nc(N)c(C#N)c(-c3ccc(F)cc3)c12,i,-38
CC(=O)c1ccc(N(CC(=O)NC2CCCCC2)C(=O)c2csnn2)cc1,i,-22
COc1cccc(OCc2cc(/C=N/Nc3ccc(C(=O)O)cc3)ccc2OC)c1,i,2
COc1ccc2cc(C(=O)C3CCCN(C(=O)CCc4ccccn4)C3)ccc2c1 (stereo not given),i,-24
# Later entries
SMILES,CHT allo act,OX1R antagonist
CCCC(=O)Nc1nnc(SCC(=O)NCc2cccs2)s1,i,-21
CS(=O)(=O)N(CC(=O)NCc1ccccc1)c1ccc(Cl)cc1,i,-3
COc1ccc2sc(-c3ccc(S(C)(=O)=O)cc3)c(C#CCO)c2c1,.,65*
Cc1nc(NC(=O)C2CCCCC2)sc1C,i,-4
COc1cc2c(cc1CNC[C@H]1O[C@@H](n3cnc4c(N)ncnc43)[C@H](O)[C@@H]1O)OCO2,.,-6
CCCCCOC(=O)NCC(O)c1ccccc1 (stereo not given),i,6
COc1cccc2cc(C(C)N(CCCN3CCOCC3)C(=S)Nc3cc(C)ccc3C)oc12 (stereo not given),i,-15
O=C(Cc1ccc(Cl)cc1Cl)NC1CCCCCC1,i,-19
O=C(COc1ccc(Cl)c(Cl)c1)NC1CCS(=O)(=O)C1 (stereo not given),.,0
Cc1ccc(NC(=O)Cn2nnc(C(=O)NCc3cccs3)c2N)c(C)c1,i,-9
Cc1cc(/C=C2/NC(=O)NC2=O)c(C)n1-c1sc2c(c1C#N)CCCC2,i,-36
Cc1cccc(OCC(=O)N/N=C2/SCC(=O)N2Cc2ccco2)c1,i,-21
O=C(Nc1ccc2sccc2c1)c1cccc(N2C(=O)CCC2=O)c1,i,-16
O=C(COC(=O)c1cccc(Oc2ccccc2)c1)NCc1ccco1,i,12
Cc1ccc(C(C)(c2ccc(N)cc2)c2ccc(N)cc2)cc1,i,-9
Cc1ccc(C(=O)Nc2cc([N+](=O)[O-])ccc2C)cc1,i,5
COc1cc(/C=C2\C(=O)ON=C2c2ccc(Cl)cc2)ccc1O,i,0
FC(F)(F)c1nc2ncc(Cl)cc2[nH]1,i,5
Cc1cccc(OCCN2CCOCC2)c1C,i,-6
COc1ccc(N2CCN(C(=O)CCN3C(=O)C4C5C=CC(C5)C4C3=O)CC2)cc1 (stereo not given),i,6
COc1cc(Cn2cnnn2)ccc1O,i,-12
CCCCSc1nc2ccc(Nc3nc(N4CCOCC4)nc(N4CCOCC4)n3)cc2s1,i,-26
O=C(/C=C/c1ccccc1)NC1CCS(=O)(=O)C1 (stereo not given),i,10
COc1ccc(-c2nc(/C=C3\C(C)=Nc4ccccc43)c(O)o2)cc1,i,30
O=S(=O)(c1ccc(-c2ccon2)s1)N1CCN(c2ccccn2)CC1,i,-24
# Next part:
SMILES,CHT allo act,OX1R antagonist
CC1(C)CC(=O)C=C(CN2C(=O)c3ccccc3C2=O)C1=O,.,0
CCN(CC)C(=O)CN1C(=O)C2CC=C(Cl)CC2C1=O (stereo not given),i,-5
COC(=O)CN(c1cc(OC)ccc1OC)S(=O)(=O)c1ccc(OC)c(OC)c1,i,-19
O=c1ccnc(Nc2ccc([N+](=O)[O-])cc2)[nH]1,i,-4
CC(C)NC(=O)NC(=O)COC(=O)c1ccc(F)cc1F,i,-6
Cn1c(=O)n(C)c2cc(NC(=O)c3ccccc3[N+](=O)[O-])c(Br)cc21,i,-19
CCOc1ccc(CNC(=O)c2ccc(NC(=O)C3=CSCCO3)cc2)cc1,i,-17
O=C(CC1C(=O)NCCN1CC(c1ccccc1)c1ccccc1)NCC1CCOCC1 (stereo not given),i,-12
CCn1c(C)c(C)c2cc(C(=O)NCCCN3CCN(C)CC3)ccc21,i,1
NS(=O)(=O)c1ccc(S(=O)(=O)c2ccccc2)nc1,i,-3
COc1cc(OC)cc(-c2nc(=S)n3ccsc3n2)c1,i,-8
CN(C)c1ccc(NC(=O)Nc2cccc(Cl)c2)cc1,i,-6
CCOC(=O)c1cc(C(C)(C)C)n(CCCN2CCOCC2)c1C,i,-11
Cc1ccc(S(=O)(=O)N2CCN(C(=O)COC(=O)c3cccc(Cl)c3)CC2)c(C)c1,.,1
CC(NC(=O)c1ccco1)C(c1cccs1)N1CCN(c2ccc(F)cc2)CC1 (stereo not given),i,7
COc1cccc2cc(/C(C)=N/Nc3nc(-c4cc(C)ccc4C)cs3)c(=O)oc12,i,0
O=C(Nc1ccccc1)c1ccc(NCCN2C(=O)CCC2=O)c([N+](=O)[O-])c1,i,-12
O=C1CCc2cc(S(=O)(=O)NC(Cc3ccccc3)C(=O)NCC3CCCO3)ccc2N1 (stereo not given),i,-8
Cc1ccc(C)c(/C=N/n2cc(-c3ccccc3)[nH]c2=S)c1,i,-40
COc1cc(OC)c(C#N)c(S(=O)Cc2ccccc2)c1 (stereo not given),i,-24
Cc1ccccc1Nc1nc(N)nc(COC(=O)c2ccc([N+](=O)[O-])o2)n1,.,-29
CC(C)c1ccc(S(=O)(=O)N2CCN(C(=O)n3ccnc3)CC2)cc1,.,3
CCOC(=O)C1(Cc2cccc(Cl)c2)CCCN(C(=O)c2cc(C(C)C)nn2C)C1 (stereo not given),i,-7
COc1ccc(-c2cc(-c3cccs3)c(C#N)c(SCC(=O)NCc3ccccc3OC)n2)cc1,i,-18
CCOc1ccc(CCNC(=O)COC(=O)CNS(=O)(=O)c2ccc(NC(C)=O)cc2)cc1OCC,i,-36
# Next section:
SMILES,CHT allo act,OX1R antagonist
Cc1ccc(NC(=O)CNc2cccc(S(=O)(=O)N3CCCCC3)c2)cc1F,i,-28
O=C(c1ccncc1)c1ccc(Br)cc1,i,-8
COC(=O)C1CCN(C(=O)COC(=O)c2n[nH]c3ccccc23)CC1,i,-6
CCN(CC)CCCNC(=S)N1CCN(c2nc(-c3ccccc3)cs2)CC1,i,-24
CCOC(=O)C1CCN(C(=O)CCc2nc3sc4c(c3c(=O)[nH]2)CCCC4)CC1,i,-27
COc1cc(OC)cc(-c2cc3nc(C)cc(N4CCN(C(=O)c5ccco5)CC4)n3n2)c1,i,-15
Cc1ccc(CNC(=O)c2ccc(N3CCC4(CC3)CC(c3cccc(Br)c3)=NO4)c(NC(=O)c3ccc(Br)cc3)c2)cc1,.,-19
COc1cccc(CNC(=O)COC(=O)c2c(NC(C)=O)sc(C)c2C)c1,.,-20
CCOC(=O)c1ccccc1NC(=S)N1CCN(C2CCCCC2)CC1,i,-40
CCOC(=O)c1cnc2cc(C)nn2c1-c1ccccc1,i,-2
NCCCC[C@H](N[C@@H](CCc1ccccc1)C(=O)O)C(=O)N1CCC[C@H]1C(=O)O,i,3&-8
COc1ccccc1NS(=O)(=O)c1cc(NC(=O)c2cc[n+]([O-])cc2)ccc1N1CCCC1,i,-24
COC(=O)CSc1nc(C)c(C(C)=O)cc1C#N,i,-7
COc1ccc(OC)c(NC(=O)COC(=O)c2ccc(S(=O)(=O)N3CCOCC3)cc2)c1,i,-20
CCn1c(SCC(=O)N2CC(C)OC(C)C2)nc2c([nH]c3ccccc32)c1=O (stereo not given),i,1
COc1ccc2[nH]c(=O)c(CN(C(=O)C3CCCO3)c3ccc(C)c(C)c3)cc2c1 (stereo not given),i,-15
CC(NC(=O)c1ccccc1SCC(=O)N1CCCC1)c1ccccc1 (stereo not given),i,-16
CCN(CC(=O)NC1CCS(=O)(=O)C1)C(=O)c1cc(OC)c(OC)c(OC)c1 (stereo not given),.,-3
O=C(Nc1ccc(O)c2c(=O)cc(-c3ccccc3Cl)oc12)c1cccs1,i,-22
CCCc1[nH]nc2c1C1(C(=O)N(C(C)C)c3ccccc31)C(C#N)=C(N)O2 (stereo not given),i,-14
Cc1ccc(C(=O)Nc2sc(C(=O)N(C)C)c(C)c2C#N)cc1,i,-8
CC1(C)CC(=O)C(N=Nc2ccc(S(=O)(=O)N3CCOCC3)cc2)=C(O)C1,i,-17
CCCCN1C(=O)c2cccc3cc(O)cc(c23)C1=O,i,7
CN(C)S(=O)(=O)n1cnc(C(CCO)c2ncn(S(=O)(=O)N(C)C)c2CCCO)c1 (stereo not given),.,-4
COc1ccc(-c2csc3ncnc(N4CCN(c5ccccc5OC)CC4)c23)cc1,i,-28
# Next section.
SMILES,CHT allo act,OX1R antagonist
CCOC(=O)N1CCC(NC(=O)c2cc(S(=O)(=O)NCCc3ccccc3)ccc2F)CC1,i,-23
CCCOC(=O)c1ccc(Cl)c(NC(=O)c2cccnc2)c1,i,-9
CCc1ccc(C2CC(=O)N(c3ccc(F)cc3)C3=C2C(=O)OC3)cc1 (stereo not given),i,-19
CC(=O)c1c(C)nc2sc3c(=N)n(N)cnc3c2c1-c1ccc(Cl)cc1,6.7*,-14
COC(=O)/C(=C/Nc1ccccc1)[N+](=O)[O-],i,3
CN1C(=O)C(=O)/C(=C(/O)c2ccc(Br)cc2)C1c1ccc(Cl)cc1 (stereo not given),i,6
COc1ccc(/C=N/Nc2nc3ccccc3[nH]2)c(OC)c1OC,i,-19
COc1ccc(Nc2nc3c(c(=O)n(C)c(=O)n3C)n2CCO)cc1,i,0
COc1ccccc1Oc1ncnc2sccc12,i,-15
COc1ccc(CN2C(=O)c3ccccc3C2=O)cc1C(=O)N(C)CC(=O)Nc1ccc(F)cc1,.,-30
COc1ccc(N(C(=O)Cc2cccs2)C2C=CS(=O)(=O)C2)cc1 (stereo not given),i,-4
COc1cccc(N2CCN(C3CC(=O)N(c4ccc(F)c(Cl)c4)C3=O)CC2)c1 (stereo not given),i,-5
CNS(=O)(=O)c1ccc(C)cc1,i,-10
C[C@H](CO)N1C[C@H](C)[C@@H](CN(C)S(=O)(=O)c2ccc(F)cc2)Oc2c(NS(=O)(=O)c3ccccc3)cccc2C1=O,.,-34
COc1ccc(NC(=S)N2CCCC2)cc1OC,i,-21
O=c1c2oc3ccccc3c2[nH]c(=S)n1-c1ccccc1,i,5

# Part of the list above in order of molecular weight, ascending:
SMILES,CHT allo act,OX1R antagonist
CNS(=O)(=O)c1ccc(C)cc1,i,-10
COC(=O)/C(=C/Nc1ccccc1)[N+](=O)[O-],i,3
COc1ccccc1Oc1ncnc2sccc12,i,-15
COc1ccc(NC(=S)N2CCCC2)cc1OC,i,-21
CCCCN1C(=O)c2cccc3cc(O)cc(c23)C1=O,i,7
O=c1c2oc3ccccc3c2[nH]c(=S)n1-c1ccccc1,i,5
COc1ccc(/C=N/Nc2nc3ccccc3[nH]2)c(OC)c1OC,i,-19
Cc1ccc(C(=O)Nc2sc(C(=O)N(C)C)c(C)c2C#N)cc1,i,-8
COc1ccc(Nc2nc3c(c(=O)n(C)c(=O)n3C)n2CCO)cc1,i,0
CCc1ccc(C2CC(=O)N(c3ccc(F)cc3)C3=C2C(=O)OC3)cc1 (stereo not given),i,-19
CCCc1[nH]nc2c1C1(C(=O)N(C(C)C)c3ccccc31)C(C#N)=C(N)O2 (stereo not given),i,-14
CC(NC(=O)c1ccccc1SCC(=O)N1CCCC1)c1ccccc1 (stereo not given),i,-16
CC(=O)c1c(C)nc2sc3c(=N)n(N)cnc3c2c1-c1ccc(Cl)cc1,6.7*,-14
CC1(C)CC(=O)C(N=Nc2ccc(S(=O)(=O)N3CCOCC3)cc2)=C(O)C1,i,-17
O=C(Nc1ccc(O)c2c(=O)cc(-c3ccccc3Cl)oc12)c1cccs1,i,-22
CN1C(=O)C(=O)/C(=C(/O)c2ccc(Br)cc2)C1c1ccc(Cl)cc1 (stereo not given),i,6
CCN(CC(=O)NC1CCS(=O)(=O)C1)C(=O)c1cc(OC)c(OC)c(OC)c1 (stereo not given),.,-3
COc1cccc(N2CCN(C3CC(=O)N(c4ccc(F)c(Cl)c4)C3=O)CC2)c1 (stereo not given),i,-5
COc1ccc(-c2csc3ncnc(N4CCN(c5ccccc5OC)CC4)c23)cc1,i,-28
COc1ccc(CN2C(=O)c3ccccc3C2=O)cc1C(=O)N(C)CC(=O)Nc1ccc(F)cc1,.,-30
CCOC(=O)N1CCC(NC(=O)c2cc(S(=O)(=O)NCCc3ccccc3)ccc2F)CC1,i,-23
C[C@H](CO)N1C[C@H](C)[C@@H](CN(C)S(=O)(=O)c2ccc(F)cc2)Oc2c(NS(=O)(=O)c3ccccc3)cccc2C1=O,.,-34
